Lamin A splicing = changes lamin A minigene splicing in HeLa cells; HeLa LMNA splicing GFP/RFP minigene ratio, 48 h; Potency, µM (doses to about 46.1 µM), for inactives: top-dose ratio change, negative = inhibition, most hits filed as inhibitors; hit rate 0.01% among 200,000; AID 1487; active = well fitted inhibition curve with a large enough effect in the signal ratio, with a control signal flat, not every such curve was filed as active; inconclusive = small, poorly fitted or top-dose-only effect, or effect the other way, or a change in a side signal; the % refers to the signal ratio; note: % is set by controls: 0 for no effect and ±100 for the full control effect
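Read-out is the ratio of GFP to DsRed2 object intensity, acquired by 488 nm laser-scanning cytometry on HeLa lamin A-EGFP minigene reporter cells. Compound incubation 48 hrs at 37 °C in Opti-MEM with 2% FBS; DMSO 0.5% final.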
TexasRed fluor = alters Texas Red total fluorescence, flagging assay interference. Potency, µM (series often up to 106 µM), for the others: at the top dose fluorescence change, negative = quenching. TRb/SRC2 Texas Red total fluorescence interference. hit rate 0.29% among 280,000. AID 1479; active = well fitted curve in either direction with a large enough effect; inconclusive = small, poorly fitted or top-dose-only effect; note: % is set by controls: 0 for no effect and ±100 for the full control effect
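Flags fluorescent or light-absorbing compounds by total fluorescence, S + 2P, at 555 nm excitation and 632 nm emission. Mixture: 20 nM Texas Red SRC2 peptide, 0.6 uM human TRb LBD, 1 uM T3, 5% DMSO; compound exposure 5 h at ambient temperature.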
SMN2 splice enh = enhancers of SMN2 splice variant expression | HEK293 SMN2-luciferase splicing reporter, luminescence, 30-36 h | Potency, µM (top dose mostly 46.1 µM), inactives show at the top dose activity change, positive = activation, hits mostly activators | hit rate 2.8% among 210,000 | AID 1458; note: % of control where 0% means no effect; nearly all actives have a fitted effect of over 55% in size
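HEK293 cells carry an SMN2 minigene-luciferase reporter in which exon 7 inclusion puts luciferase in frame. Cells were seeded at 2000 cells/well, attached for 10-12 hours, then exposed to compounds for 30-36 hours at 37C before ONE-Glo luminescence.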
RECQ1 inh = blocks DNA unwinding by human RECQ1. hit rate 0.54% among 240,000. Potency, µM (series often up to 57.3 µM), for inactives: at the top dose activity, negative = inhibition, most hits filed as inhibitors. RECQ1 DNA unwinding, red fluorescence kinetic read. P46063;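 note: plate controls were vehicle for no effect and no enzyme for full effect; nearly all actives have a fitted effect of over 30% in size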
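RECQ1T1 50 nM; forked duplex (20 bp + 30-nt ss tails) 200 nM, ATP 2 mM final; pH 8.0, 2 mM MgCl2, 2.5 ug/ml poly(dI-dC); 15 min compound preincubation; discontinuous kinetic read over 2 h at RT.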
ALDH1A1 block = ALDH1A1 (human) enzyme inhibition; hit rate 7.3% among 220,000; P00352; AID 1030; Purified ALDH1A1, NADH fluorescence, propionaldehyde substrate; Potency, µM (doses to about 75.3 µM), without a hit: top-dose activity, negative = inhibition, actives largely listed as inhibitors; active = well fitted inhibition curve with a large enough effect, not every such curve was filed as active; inconclusive = small, poorly fitted or top-dose-only effect, or another doubt; inactive = no such curve, though single readings can be large or run the other way;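 note: plate controls were no enzyme wells and a reference inhibitor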
Target sequence (P00352 whole entry, looked up): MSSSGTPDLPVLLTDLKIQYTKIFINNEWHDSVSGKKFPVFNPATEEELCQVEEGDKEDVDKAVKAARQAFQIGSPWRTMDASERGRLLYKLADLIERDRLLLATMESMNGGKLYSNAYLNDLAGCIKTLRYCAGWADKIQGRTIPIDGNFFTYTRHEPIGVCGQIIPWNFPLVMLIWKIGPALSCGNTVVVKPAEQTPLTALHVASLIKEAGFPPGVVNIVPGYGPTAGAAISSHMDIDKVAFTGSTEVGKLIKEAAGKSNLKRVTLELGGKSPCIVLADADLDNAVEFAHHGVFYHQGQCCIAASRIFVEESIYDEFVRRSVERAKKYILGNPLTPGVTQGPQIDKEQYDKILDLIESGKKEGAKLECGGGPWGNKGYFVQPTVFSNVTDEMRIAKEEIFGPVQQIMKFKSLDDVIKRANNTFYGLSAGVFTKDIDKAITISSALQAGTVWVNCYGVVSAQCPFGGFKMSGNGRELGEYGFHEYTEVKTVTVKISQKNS
RGS12 GoLoco inh = blocks human Gai1 binding to RGS12 GoLoco peptide, red readout; P63096; Gai1:RGS12 GoLoco peptide FP, rhodamine, 10 min; Potency, µM (highest dose often 61.6 µM), for inactives: at the highest dose activity, negative = inhibition, actives largely listed as inhibitors; hit rate 0.44% among 230,000; AID 880; active = well fitted inhibition curve with a large enough effect, not every such curve was filed as active; inactive = no such curve, though single readings can be large or run the other way; note: % is set by controls: 0 for no effect and ±100 for the full control effect; nearly all actives have a fitted effect of over 30% in size; many of its hits are not listed in these tables
KDM4E inh = blocks human JMJD2E demethylase activity | B2RXH2 | JMJD2E catalytic domain, FDH-coupled NADH fluorescence (FDH is formaldehyde dehydrogenase) | Potency, µM (titrated, usually from 57.1 µM), for inactives: at the highest dose activity change, negative = inhibition, actives largely listed as inhibitors | hit rate 1.6% among 230,000 | AID 2147; active = well fitted inhibition curve with a large enough effect, not every such curve was filed as active; inconclusive = small, poorly fitted or top-dose-only effect, or another doubt; inactive = no such curve, though single readings can be large or run the other way;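 note: 0% = wells with enzyme and -100% = buffer wells without enzyme; nearly all actives have a fitted effect of over 50% in size; many of its hits are not listed in these tables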
TRb-SRC2 inh = inhibitors of human thyroid hormone receptor beta-SRC2 interaction; TRbeta-SRC2 peptide binding, fluorescence polarization; receptor liganded with 1 µM T3; Potency, µM (titrated, usually from 106 µM), inactives show at the top dose activity change, negative = inhibition, most hits filed as inhibitors; hit rate 0.065% among 280,000; AID 1469;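 note: plate controls were bound peptide for no effect and peptide without receptor for full effect; nearly all actives have a fitted effect of over 50% in size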
Target sequence (P10828 whole entry, looked up): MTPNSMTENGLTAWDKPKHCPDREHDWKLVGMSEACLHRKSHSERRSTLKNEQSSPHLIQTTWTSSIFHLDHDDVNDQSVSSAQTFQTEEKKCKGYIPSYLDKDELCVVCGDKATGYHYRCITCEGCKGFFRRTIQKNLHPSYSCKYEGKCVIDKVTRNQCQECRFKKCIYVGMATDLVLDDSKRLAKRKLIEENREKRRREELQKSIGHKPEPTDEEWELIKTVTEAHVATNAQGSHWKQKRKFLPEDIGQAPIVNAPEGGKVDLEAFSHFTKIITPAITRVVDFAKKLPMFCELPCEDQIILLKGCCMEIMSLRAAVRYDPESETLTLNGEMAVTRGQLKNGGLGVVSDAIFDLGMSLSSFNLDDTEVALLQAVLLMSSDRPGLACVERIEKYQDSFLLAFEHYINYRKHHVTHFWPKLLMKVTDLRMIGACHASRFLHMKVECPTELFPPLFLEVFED
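Polarization signal, normalized between peptide-alone and full complex controls, measured compound effects on T3-liganded human TRb LBD (0.6 uM) binding 20 nM Texas Red SRC2 peptide after 5 hr.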
* marks the source's active call; other numbers are inactive results; i = inactive; ? = inconclusive; . = no result given; & = joins results of further samples; [ ] = another dose, or the depositor's remark. Unless noted, calls come from the whole dose curve; as a rule, active = well fitted curve in the direction sought with a large enough effect; inconclusive = small, poorly fitted or top-dose-only effect, or another doubt; inactive = no such curve, though single readings can be large; an effect the other way counts as inactive or inconclusive. Potency is the fitted concentration of half-maximal effect. A portion of the library, so the mix of outcomes need not match the whole.

SMILES	Lamin A splicing	TexasRed fluor	SMN2 splice enh	RECQ1 inh	ALDH1A1 block	RGS12 GoLoco inh	KDM4E inh	TRb-SRC2 inh
CC1=C(C(=O)O)N2C(=O)C(NC(=O)c3ccn(C)n3)C2SC1 (stereo not given)	2%	2%	?	-5%	?	-11%	-3%	-6%
O=C(O)c1cccnc1SC1CC(=O)N(c2ccccc2)C1=O (stereo not given)	.	-1%	.	i	.	7%	6%	0%
Cc1c(C=N)c(O)n(C)c(=O)c1C#N	.	-6%	.	-5%	.	7%	?	-8%
COc1ccc(-c2nnc(SCC(=O)Nc3cccc(Cl)c3)o2)cc1	5%	0%	13µM*	-31%	-8%	17%	?	3%
COc1ccc(CNC(=O)c2ccc(Br)cc2)cc1	14%[46 µM]	1%	.	i	8%	5%	1%	7%
N#CC1C(=O)NC(N2CCN(c3ccccc3)CC2)=NC12CCCCC2 (stereo not given)	0%	-2%	-4%	i	2%	2%	0%	-5%
Cc1csc(SCCn2c(N3CCCC3)nc3c2c(=O)[nH]c(=O)n3C)n1	-6%	-1%	19%	2%	1%	-3%	5%	-7%
CC(=O)OCC1=C(C(=O)O)N2C(=O)[C@@H](NC(=O)CSc3ccncc3)[C@H]2SC1	?	0%	-4%	-13%	-6%	-4%	?	-3%
CC(C)(C)n1nc(C2CC2)cc1NC(=O)Nc1ccc(Cl)cc1	17%[46 µM]	-1%	-14%[9.22 µM]	-3%	-2%[13.5 µM]	3%[14.2 µM]	21%	3%
Cc1cc(S(=O)(=O)NCC(C)C)ccc1OCC(=O)N1CCOCC1	-5%	-4%	-15%	0%	?	4%	0%	-13%
Clc1nc(Nc2ccccc2)nc(Nc2ccccc2)n1	-9%	-4%	-15%	-6%	7%	1%	1%	2%
O=C(Cn1cnc2ccccc21)N/N=C/c1cccs1	-6%	-2%	-4%	1%	7%	7%	13%	5%
CCc1cc2c(=O)c(-c3ccc4c(c3)OCCO4)coc2cc1OC(=O)c1ccco1	3%	1%	?	-12%	-15%	9%	-2%	-7%
C[C@@H]1O[C@H](O[C@@H]2[C@@H](Oc3cc(O)c4c(c3)O[C@H](c3ccc(O)cc3)CC4=O)O[C@@H](CO)[C@@H](O)[C@H]2O)[C@@H](O)[C@H](O)[C@@H]1O	-12%	1%[53 µM]	-4%[20.6 µM]	-3%[25.9 µM]	13%[20.9 µM]	1%[21.6 µM]	5%[25.5 µM]	-1%[53 µM]
O=C(NCc1ccccc1)c1ccc(OC2CSC2)cc1	-1%	4%	-19%	10%	3%	-5%	-6%	-5%
COc1ccc(-c2nc(CS(=O)CC(=O)N3CCCC3)c(C)o2)cc1 (stereo not given)	-16%	2%	2%	i	?	7%	?	-28%
CCOC(=O)CSC1=Nc2ccccc2C2=NC(CC(=O)NCc3ccccc3)C(=O)N12 (stereo not given)	7%	-1%	1%	-1%	?	4%	?	-2%
CCOC(=O)C1=C(CN2CCN(CCC#N)CC2)NC(=O)NC1c1ccc2c(c1)OCO2 (stereo not given)	21%[46 µM]	-3%	-20%	i	-2%	0%	-1%	-6%
O=C(NNC(=S)NC1CCCCC1)c1ccc2c(c1)OCO2	-11%	-8%	5.6µM*	-4%	-11%	2%	0%	-1%
COCCNC(=O)[C@H](CSCc1ccccc1)N1Cc2ccccc2C1=O	.	-1%	.	18%	.	4%	-1%	5%
N#CCC(=O)N/N=C/c1cn(Cc2ccc(Cl)cc2Cl)c2ccccc12	.	0%	.	-2%	4%	-9%	-7%	8%
Cc1cc(C)cc(NS(=O)(=O)c2ccc3[nH]cc(C(=O)NCc4ccco4)c(=O)c3c2)c1	?	0%&0%	-58%&-18%[inhibitor]	-1%	?	7%	-9%	10%&10%
C=CCSc1nnc2nc3c(nn12)c1cc(C)ccc1n3CC=C	?	0%	16%	-2%	?	-22%	-3%	3%
C[C@@H]1C[C@H]2[C@@H]3C[C@H](F)C4=CC(=O)C=C[C@@]4(C)[C@]3(F)[C@H](O)C[C@]2(C)[C@@]1(O)C(=O)CO	?	0%[53 µM]	-9%[20.6 µM]	-10%[25.9 µM]	.	2%[21.6 µM]	8%[25.5 µM]	0%[53 µM]
COc1cccc(NC(=O)Cn2c(-c3cncs3)nc3ccccc32)c1	-21%	-1%	-2%	0%	0%	0%	-15%	6%
COc1ccc(N=C2S/C(=C\c3cc(C)n(C)c3C)C(=O)N2C)cc1	-7%	0%	-14%	-12%	?	5%	-12%	2%
NC(=O)Cn1nc2sc3ccccc3n2c(=O)c1=O	.	-5%	.	i	.	5%	?	-4%
O=C(O)C1=C(OCc2ccccc2)C(=O)NCC1	.	-5%	7%	i	0%	-85%	6%	0%
O=C(CSc1ncnc2[nH]ncc12)Nc1cccc(Oc2ccccc2)c1	-9%[46 µM]	-3%	-9%	-7%	20µM*	6%	-5%	-4%
COc1ccc(NC(=O)CCc2nc(-c3ccccc3F)no2)cc1	-6%	1%	11%	-4%	-19%	-2%	11%	5%

Nothing new here: six of the compounds above.
SMILES	Lamin A splicing	TexasRed fluor	SMN2 splice enh	RECQ1 inh	ALDH1A1 block	RGS12 GoLoco inh	KDM4E inh	TRb-SRC2 inh
CC1=C(C(=O)O)N2C(=O)C(NC(=O)c3ccn(C)n3)C2SC1 (stereo not given)	2%	2%	?	-5%	?	-11%	-3%	-6%
O=C(O)c1cccnc1SC1CC(=O)N(c2ccccc2)C1=O (stereo not given)	.	-1%	.	i	.	7%	6%	0%
Cc1c(C=N)c(O)n(C)c(=O)c1C#N	.	-6%	.	-5%	.	7%	?	-8%
COc1ccc(-c2nnc(SCC(=O)Nc3cccc(Cl)c3)o2)cc1	5%	0%	13µM*	-31%	-8%	17%	?	3%
COc1ccc(CNC(=O)c2ccc(Br)cc2)cc1	14%[46 µM]	1%	.	i	8%	5%	1%	7%
N#CC1C(=O)NC(N2CCN(c3ccccc3)CC2)=NC12CCCCC2 (stereo not given)	0%	-2%	-4%	i	2%	2%	0%	-5%

(cont.)
SMILES	Lamin A splicing	TexasRed fluor	SMN2 splice enh	RECQ1 inh	ALDH1A1 block	RGS12 GoLoco inh	KDM4E inh	TRb-SRC2 inh
CCN(CC)C(=O)CSc1ncnc2c1nnn2-c1ccc(F)cc1	3%	2%	-10%	-14%	?	6%	7%	4%
C/C(=N\OCC(=O)Nc1ccccc1Br)c1cccs1	?	0%	1%	-4%	2%	-34%	1%	7%
O=C(NNC(=O)c1ccco1)c1cccc([N+](=O)[O-])c1	13%	-1%	21%	7%	13%	5%	3%	1%
Cc1ccc(Nc2nc(CSc3nnnn3C)cs2)cc1	-25%	1%	11µM*	-11%	?	1%	-10%	-12%
CS(=O)(=O)c1ccc(C(=O)Nc2ccccc2Cl)cc1	.	0%	.	7%	7%	-3%	2%	7%
N/C(=N\N=C\c1ccc(O)c(O)c1)c1nonc1N	.	-2%	.	-5%	.	4%	-24%	10%
O=C(NCc1cccs1)c1cc2c(s1)-c1ccccc1OC2	?	0%	10%	-1%	?	3%	?	-7%
CN(CC(=O)Nc1nccs1)S(=O)(=O)c1ccc(F)cc1	9%	-3%	4%	6%	7%	9%	-2%	-1%
O=C(NC(Cc1c[nH]c2ccccc12)c1nnc2n1CCCCC2)c1ccccc1Cl (stereo not given)	12%	-3%	0%	i	-3%	15%	3%	-22%
COC(=O)C1=C(C)N(C)C(=O)NC1c1cc2c(cc1[N+](=O)[O-])OCO2 (stereo not given)	8%[46 µM]	-3%	-4%	?	-5%	-5%	?	0%
CC1CCc2sc(C(=O)OCC(=O)NCc3ccccc3)cc2C1 (stereo not given)	?	0%	.	-1%	4%	.	-1%	-3%
Cc1ccc(C(=O)NN(CCC#N)C2=NS(=O)(=O)c3ccccc32)cc1	.	-2%	2%	15%	12%	1%	-19%	2%
NC(=S)NNC(=O)C12CC3CC(CC(C3)C1)C2	-3%	-3%	-12%	-1%	?	-8%	0%	-6%
Cc1ccc(NC(=O)c2cc(N3C(=O)C4CC=CCC4C3=O)ccc2N2CCCCC2)cc1 (stereo not given)	5%	1%	0%	-3%	?	8%	4%	0%
Cc1ccc(OCc2nc(C#N)c(N3CCCC3)o2)cc1	-3%	-4%	3%	i	13%	1%	8%	-4%
CCNc1ccc(S(=O)(=O)N(C)C)cc1NCC(=O)Nc1ccc(F)c(Cl)c1	?	-1%	.	-11%	25µM*	5%	6%	2%
Cc1nsc2c1ccc1ccccc12	?	0%	11%	16%	-4%	13%	2%	3%
O=c1c2ccccc2c2ccccc2c(=O)n1-c1ccccc1	.	-1%	16%	6%	-2%	-6%	1%	5%
CCCC(=O)OCC(=O)Nc1ccc2[nH]c(=O)[nH]c2c1	.	-3%	9%	19%	-5%	15%	-2%	11%
COc1ccc(C(=O)NNc2ccccc2)cc1OC	7%	-1%	-25%	i	22µM*	4%	0%	-8%
Oc1ccccc1-c1nc2cnccn2c1Nc1ccc2c(c1)OCCO2	-9%	-2%	17%	0%	?	-2%	-4%	2%
Cc1ccccc1NC(=O)NCCc1c[nH]c2ccccc12	2%[46 µM]	1%&-17%	-19%&1%	20%	?	13%	-23%	-2%&8%
CC(=O)N1CCc2cc(S(=O)(=O)N3CCOCC3)ccc21	-5%	2%	-10%	-2%	8%	3%	4%	-1%
COc1ccc(C(=O)N2CCC3(CCCN(C(=O)Nc4cccc(C#N)c4)C3)CC2)cc1	.	.	-2%	i	?	12%	.	.
